Screening results deposited in PubChem by Sanford-Burnham Center for Chemical Genomics.
MKP-3 inhibition: MKP-3 phosphatase inhibitors, primary screen, biochemical, rat enzyme, in vitro (AID 425); Dual specificity protein phosphatase 6 (Rattus norvegicus); recombinant MKP-3 phosphatase activity, fluorescence; higher % means a stronger effect; inhibition, % at 20 µM; hits with a dose series show IC50 in µM; 110,000 tested, 0.17% active; in the data active means inhibition above about 50%;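 further: plate controls were vehicle for no effect and reference inhibitor for full effect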
Hsp70 displacement: Hsp70 inhibitors, probe displacement, primary screen, biochemical, fluorescence polarization (AID 583) | Hsp70 fluorescence polarization probe displacement, mP; higher % means a stronger effect | displacement, % at 20 µM, or IC50 in µM where a hit was titrated | 140,000 tested, 0.06% active; in the data active means displacement above about 50%;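 further: plate controls were vehicle for no effect and reference ligand for full effect; a part of the inactive calls stands beside numbers as strong as those of hits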
* marks the source's active call; other numbers are inactive results; . = no result given; & = joins results of further samples.

MKP-3 inhibition	Hsp70 displacement	canonical_smiles
1%	.	CCN(CC)S(=O)(=O)c1ccc(C(=O)NCc2n[nH]c(=S)n2Cc2ccccc2)cc1
.	1.1%	N#Cc1cc2c(nc1SC1CCCCC1O)CCCC2 (stereo not given)
-17%	5.3%	CCN(CC)S(=O)(=O)c1ccc(NC(=O)COC(=O)c2ccc(Br)o2)cc1
-11%	1.3%	c1ccc(-c2nc3nc4ccccc4nc3n2Cc2ccco2)cc1
1%	4.1%	COc1cc(/C=N/n2cnnc2)cc(I)c1O
-12%	2.9%	O=C(CSc1ccccn1)N1CCN(c2ccccc2)CC1
4%	-0.2%	CC/C(=C/C(=O)c1ccncc1)Nc1ccc(O)cc1
6%	6.4%	CN(C)CCOc1nc(-c2ccccc2)nc2c1oc1ccccc12
2%	2.3%	O=C(O)c1cccc(C(=O)c2ccc3c(c2)C(=O)N(c2cccnc2)C3=O)c1
0%	1.4%	FC(F)C(F)(F)C1=CC(c2cccs2)=NCCN1
-9%	-1.2%	O=C1CCC(=O)N1c1ccc(CSc2nc3ccccc3[nH]2)cc1
1%	-1.5%	CCCC(=O)CN1C(=O)C2(OCCO2)c2ccccc21
.	-8.2%	CCOC(=O)/C(=C\c1ccccc1)C(=O)c1cc(C(C)=O)c(Nc2ccccc2)s1
0%	-4.0%	COc1ccc(/C=C/C(=O)c2c(O)c(OC)c3occc3c2OC)cc1OC
0%	-3.3%	Cc1ccc(CSc2nnc(-c3ccco3)o2)c(C)c1
-6%	-0.3%	CC1(C)Cc2c(sc3nn[nH]c(=O)c23)CO1
2%	7.7%	CCS(=O)(=O)n1nc(-c2ccccc2)nc1SCc1ccccc1
-20%	87%	O=C(c1ccco1)N1CCN(c2ncnc3c2[nH]c2ccc(Br)cc23)CC1
.	0.2%	Cc1cc2cc(NC(=O)c3ccco3)ccc2[nH]1
4%	-3.3%	Cc1cc2nc(-c3cc(NC(=O)COc4ccccc4[N+](=O)[O-])ccc3Cl)oc2cc1C

In the list so far, two have bromine:
MKP-3 inhibition	Hsp70 displacement	canonical_smiles
-17%	5.3%	CCN(CC)S(=O)(=O)c1ccc(NC(=O)COC(=O)c2ccc(Br)o2)cc1
-20%	87%	O=C(c1ccco1)N1CCN(c2ncnc3c2[nH]c2ccc(Br)cc23)CC1

One compound at a time, from the list above. Values in the order: MKP-3 inhibition | Hsp70 displacement
`CN(C)CCOc1nc(-c2ccccc2)nc2c1oc1ccccc12` is listed with 6% | 6.4%
`Cc1cc2cc(NC(=O)c3ccco3)ccc2[nH]1` is listed with . | 0.2%
`CCN(CC)S(=O)(=O)c1ccc(NC(=O)COC(=O)c2ccc(Br)o2)cc1` is listed with -17% | 5.3%

(further entries)
MKP-3 inhibition	Hsp70 displacement	canonical_smiles
-12%	-4.2%	Cc1cccc(CCN(Cc2cc3cccc(C)c3[nH]c2=O)C(=O)N2CCOCC2)c1
2%	-6.4%	COc1ccc(CNC(=O)c2cc(OC)cc(OC)c2)cc1
-2%	2.4%	Cc1ccc(C(C)C)c(OC(=O)c2ccccc2[N+](=O)[O-])c1
-17%	3.2%	COc1cc(NS(=O)(=O)c2ccc(F)cc2)c(OC)cc1NC(=O)C1CC1
-12%	-4.4%	COc1ccc2nc(SCC(=O)NC(C)C)[nH]c2c1
3%	-4.0%	COC(=O)c1ccc(NC(=O)COc2ccc3ccccc3c2)cc1
1%	-0.8%	O=C(N/N=C/c1cc(Br)ccc1O)c1cc(C2CC2)[nH]n1
2%	-1.1%	O=C(O)CCC(=O)c1cccc([N+](=O)[O-])c1
-5%	.	COc1ccc(S(=O)(=O)N(CCc2ccccc2)CC(=O)N2CCOCC2)cc1
-10%	1.7%	CC(NC(=O)Cc1ccccc1)c1nc2ccccc2[nH]1 (stereo not given)
.	0.2%	COC(=O)c1nc(NC(=O)c2ccccc2)n[nH]1
-10%	5.4%	CCOc1ccc(OCc2ccc(C(=O)OCc3ccccn3)o2)cc1
5%	3.1%	CC(=O)Nc1nc2n(n1)C(c1ccc(Cl)cc1)C=C(C)N2 (stereo not given)
-5%	.	CCCc1cc(=O)[nH]c(NCc2ccc(Cl)cc2)n1
-4%	2.8%	CCOc1ccccc1-c1cc(-c2ccc(OC)cc2)nc2c1c(=O)n(C)c(=O)n2C
2%	2.7%	COc1ccc(NC(=O)c2ccc3ccccc3n2)cc1
5%	11%	CCN(CC)c1ccc(NC(=O)C2CCCN(S(=O)(=O)c3cccnc3)C2)c(C)c1 (stereo not given)
-1%	3.7%	CC(C)NC(=O)NCC12CC3CC(CC(C3)C1)C2
-7%	6.6%	COc1ccc(C2Nc3ccccc3C(=O)N2Cc2ccco2)cc1 (stereo not given)
1%	-4.0%	Cc1cc2ccccc2c(=O)n1CC(=O)NCC(=O)N(C)Cc1ccccc1

Looked up above.
CN(C)CCOc1nc(-c2ccccc2)nc2c1oc1ccccc12 @ Hsp70 displacement: 6.4%
COc1ccc(CNC(=O)c2cc(OC)cc(OC)c2)cc1 @ MKP-3 inhibition: 2%

Next compounds
MKP-3 inhibition	Hsp70 displacement	canonical_smiles
-1%	12%	COc1ccc2c(c1)C(C)=CC(C)(C)N2C(=O)CNCc1ccc2c(c1)OCO2
-12%	-2.2%	CCOc1ccccc1OCC(O)CNC (stereo not given)
5%	6.7%	COc1ccccc1CNC(=O)Nc1cccs1
6%	-32%	Oc1ccc(-n2c(O)c(/C=C3\C=Nc4ccccc43)sc2=S)cc1
0%	1.5%	C=CCn1c(/N=C/c2ccc(OC)c3cccc(OC)c23)nc2ccccc21
0%	5.0%	O=C(Nc1ccccc1[N+](=O)[O-])C12CC3CC(CC(C3)C1)C2
.	12%	Cc1cccc(-c2nc(CSCC(=O)NCc3cccs3)c(C)o2)c1
.	-1.0%	COC(=O)c1ccc(C(=O)Nc2ccc3nc(-c4cccnc4)[nH]c3c2)cc1
-6%	1.4%	Cc1nc(CNS(=O)(=O)c2ccc3c(c2)CCCC3)cs1
6%	0.6%	CCN=C1SC(CC(=O)Nc2ccccc2C(F)(F)F)C(=O)N1CC (stereo not given)
5%	-0.6%	O=C(Cc1ccc([N+](=O)[O-])cc1)N/N=C/c1c2ccccc2cc2ccccc12
-9%	0.1%	CC(=O)C1C(=O)c2c(cccc2[N+](=O)[O-])C1=Nc1ccc(N=Cc2cc(Br)ccc2O)cc1 (stereo not given)
-5%	3.5%	Nc1nnc(COc2ccc(Br)cc2Br)s1
-8%	0.4%	CCC(=O)N1CCN=C1SCc1ccccc1Cl
2%	5.6%	COc1ccc(/C=N/n2cn[nH]c2=S)cc1
.	2.8%	CN(C)c1ccc(-c2noc(C3CCN(S(=O)(=O)c4cccc(C(=O)O)c4)CC3)n2)cc1
4%	1.5%	CCc1nc(C)cn1S(=O)(=O)c1cc(Br)ccc1OC
3%	5.2%	CCOC(=O)C1CCCN(c2ncnc3c2cnn3-c2ccc(Cl)cc2)C1 (stereo not given)
2%	0.5%	CCOC(=O)C1=C(C)NC2=C(C(=O)CCC2)C1c1ccc(OCc2cccc(F)c2)c(OC)c1 (stereo not given)
6%	-0.6%	COc1cccc(N2C(=O)C3CCCN3C2c2ccc(F)cc2)c1 (stereo not given)

Brought forward from above: 6 entries; new compounds follow.
MKP-3 inhibition	Hsp70 displacement	canonical_smiles
2%	5.6%	COc1ccc(/C=N/n2cn[nH]c2=S)cc1
.	2.8%	CN(C)c1ccc(-c2noc(C3CCN(S(=O)(=O)c4cccc(C(=O)O)c4)CC3)n2)cc1
4%	1.5%	CCc1nc(C)cn1S(=O)(=O)c1cc(Br)ccc1OC
3%	5.2%	CCOC(=O)C1CCCN(c2ncnc3c2cnn3-c2ccc(Cl)cc2)C1 (stereo not given)
2%	0.5%	CCOC(=O)C1=C(C)NC2=C(C(=O)CCC2)C1c1ccc(OCc2cccc(F)c2)c(OC)c1 (stereo not given)
6%	-0.6%	COc1cccc(N2C(=O)C3CCCN3C2c2ccc(F)cc2)c1 (stereo not given)
-3%	7.4%	COC(=O)c1cc(Oc2ccc(C(=O)OC)cc2N)cc(C(=O)OC)c1
2%	3.2%&-2.6%	COc1ccc(COC(=O)NNC(=O)c2ccccc2Cl)cc1
-6%	4.6%	CCOC(=O)CNC(=O)CSc1nnnn1-c1cc(C)ccc1C
0%	2.8%	COc1ccc(OCCNC(=O)c2ccccc2[N+](=O)[O-])cc1
-8%	7.9%	COc1ccc(CNC(=O)C2CC=CCC2C(=O)O)cc1OC (stereo not given)
1%	-5.4%	O=[N+]([O-])c1ccc(-c2ccc(/C=N/Nc3nnc4c(n3)[nH]c3ccccc34)o2)cc1
0%	3.8%	Cc1csc(N(CCC(N)=O)CCC(N)=O)n1
0%	2.7%	CCc1ncc(C(O)(c2ccccc2)c2ccc(C)cc2)n1C (stereo not given)
.	2.6%	COc1ccc(C(=O)NC(=S)N2CCC(C)CC2)cc1
11%	2.6%	CN(C)/C=C1/CCc2c([nH]c3ccccc23)C1=O
-1%	3.2%	CCOC(=O)c1sc2nc(C)ccc2c1N
.	13%	COCCn1c(=O)[nH]c2cc(C(=O)NCc3ccccc3)ccc2c1=O
.	-61%	COc1cc(N2CCCC2)c(OC)cc1/C=C(/C#N)c1ccc(F)cc1
.	-4.1%	O=C(CCc1nc(-c2ccccc2)no1)NCc1cccnc1
-1%	3.5%	N#C/C(=C\c1ccc(Cl)cc1)c1nc(C2CC2)cs1
2%	6.7%	CCOC(=O)C1CCN(C(=O)CN(c2ccc(Cl)c(C(F)(F)F)c2)S(C)(=O)=O)CC1
9%	8.0%	COc1cccc(C(=O)N(CN2CCCC2=O)c2ccccc2OC)c1
.	2.7%	CCC(=O)N1CCc2cc(Br)cc(S(=O)(=O)CCC(=O)NCCOC)c21
-9%	-8.5%	CCCC(CCC)C(=O)Nc1ccncc1
2%	-1.1%	CCOC(=O)C(CCCOc1c(C)cc(Cl)cc1C)C(=O)OCC
-6%	-0.1%	COc1ccc(CNC(=O)C(C#N)c2nc3ccccc3nc2N2CCN(C)CC2)cc1 (stereo not given)
2%	-2.7%	O=C(Nc1ccc(OC(F)(F)F)cc1)c1ccc(Br)cc1
-1%	1.3%	Cc1cc(C)nc(N2CCC(C(=O)Nc3ccc4c(c3)CCC4)CC2)n1
3%	-6.0%	COC(=O)C1CC(=O)OC1c1ccccc1 (stereo not given)
.	2.7%	c1ccc2c(c1)OCC(c1csc3ncnc(N4CCCC4)c13)O2 (stereo not given)
1%	-5.0%	O=C(N/N=C/c1ccccc1)c1cc(Br)ccc1O
-1%	1.3%	O=C(Nc1ccc2ccccc2c1)c1ccccc1F
5%	-3.7%	CCN1CCN(c2nc(-c3ccc(Cl)cc3)nc3ccccc23)CC1
-10%	3.1%	O=C(NCCc1ccccc1)c1ccccc1NS(=O)(=O)N1CCCC1
.	1.5%	CC(=O)NC1(c2cccc(F)c2)CCN(CC(=O)NC(C)C)CC1
4%	-4.4%	c1ccc(OCCN2C3=NCCN3c3ccccc32)cc1
-1%	-0.9%	CCOC(=O)c1cc(CC)sc1N
-2%	3.8%&-4.3%	Cc1cc(/C=N/n2cnnc2)c(C)n1-c1ccccc1
-4%	8.0%	COc1ccc(N(CC(=O)Nc2ccc3c(c2)OCCO3)S(C)(=O)=O)c(OC)c1
2%	-4.4%	COc1ccc(C(O)(C(=O)NCc2ccc(N(C)C)cc2)c2ccc(OC)cc2)cc1
0%	3.3%	O=C1S/C(=C/c2cccc(O)c2)C(=O)N1c1ccccc1
-2%	4.1%	CC(=O)NC(c1ccccc1)C1C(=O)N(c2ccccc2)N=C1C (stereo not given)
-8%	0.2%	Cc1cc(OCC(=O)NCCCN2CCOCC2)cc(C)c1Cl
3%	0.0%	CCOc1ccc(C(=O)N2CCC(Cc3ccccc3)CC2)cc1OCC
-1%	.	O=C(NCCN1CCOCC1)c1cc2ccccc2o1
-11%	11%	O=C(NCc1ccccc1)c1cccnc1N1CCOCC1
0%	3.8%	CCCCOc1ccc(C(=O)Nc2ccc(-c3nc4ncccc4o3)cc2)cc1
1%	-2.1%	Cc1ccc(-n2c(C)cc(/C=C3\NC(=O)NC3=O)c2C)cc1C
.	-4.2%	O=C(CNC(=O)c1cccs1)c1ccc(F)cc1
2%	3.4%	CC(C(=O)NC1CCCC1)N(Cc1ccc2c(c1)OCO2)C(=O)c1snc(C(N)=O)c1N (stereo not given)
-1%	1.0%	C=CCSc1nnc(-c2ccc(Cl)cc2Cl)o1
5%	2.4%	CCCCN(CCCC)C(=O)CN(C)S(=O)(=O)c1ccc2c(c1)n(C)c(=O)c(=O)n2C
-5%	-0.4%	O=C1OC2C=CC(Br)=CC2C=C1C(=O)N1CCSC1c1ccc2c3c(cccc13)CC2 (stereo not given)
-5%&0%	-2.0%&-2.0%	CCOC(=O)c1cnn(-c2ccccc2)c1NC(=O)c1ccccc1
5%	-2.5%	Cc1oc(C(C)(C)C)cc1C(=O)Nc1ccc(N(C)C)cc1
1%	1.3%	O=C(CNC(=O)c1ccccc1C(=O)O)c1ccccc1
-2%	2.5%	O=C(O)CSc1nnc(Cn2c(=O)sc3ccccc32)n1-c1cccc(Cl)c1
.	3.8%	COc1cc(S(=O)(=O)N(CCc2ccccc2)Cc2cccs2)ccc1-n1cnnn1
-4%	0.7%	C=COCCNC(=O)C(=O)Nc1c(C)cccc1C
-8%	.	Cn1cnc2cc(OC(=O)c3ccccc3)ccc21
5%	4.1%	Cc1nc2ccccc2nc1-c1ccc([N+](=O)[O-])cc1
7%	0.3%	COc1ccc(CCN(Cc2cc3cc4c(cc3[nH]c2=O)OCO4)C(C)=O)cc1OC
-2%	4.9%	COc1cc(C(=O)NN2C(=O)/C(=C/c3ccc(OC)c(OC)c3)SC2=S)ccc1O
17%	1.5%	CC(=O)C1=C(c2ccccc2)C(=O)c2ccccc2C1=O
-1%	-1.1%	C=CCOc1cccc(/C=N/NC(=O)C(=O)NCc2cccnc2)c1
.	2.1%	Cc1ccc(C(=O)n2cnnc2N)cc1

The list is partial. The share of hits here may be higher or lower than overall.
